# Screening results (PubChem BioAssay)
# GASC-1 inh = blocks human GASC-1 demethylase activity; Q9H3R0; GST-JMJD2C(1-420) H3K9me3 demethylation, DELFIA europium; inhibition, % at 2.35 µM; hit rate 0.069% among 330,000;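 active means more than half of a compound's replicate wells show inhibition beyond 50%, single wells judged on their own value; inconclusive means some, but no more than half, of replicates pass 50% inhibition; inactive means no replicate passes 50% inhibition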;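 further: signal counts dimethyl H3K9 product captured on neutravidin plate; 0% = median of DMSO wells and 100% = 0.3 times that DMSO median; strong numbers were not always called active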
# Target sequence (Q9H3R0 1-420 limits assumed): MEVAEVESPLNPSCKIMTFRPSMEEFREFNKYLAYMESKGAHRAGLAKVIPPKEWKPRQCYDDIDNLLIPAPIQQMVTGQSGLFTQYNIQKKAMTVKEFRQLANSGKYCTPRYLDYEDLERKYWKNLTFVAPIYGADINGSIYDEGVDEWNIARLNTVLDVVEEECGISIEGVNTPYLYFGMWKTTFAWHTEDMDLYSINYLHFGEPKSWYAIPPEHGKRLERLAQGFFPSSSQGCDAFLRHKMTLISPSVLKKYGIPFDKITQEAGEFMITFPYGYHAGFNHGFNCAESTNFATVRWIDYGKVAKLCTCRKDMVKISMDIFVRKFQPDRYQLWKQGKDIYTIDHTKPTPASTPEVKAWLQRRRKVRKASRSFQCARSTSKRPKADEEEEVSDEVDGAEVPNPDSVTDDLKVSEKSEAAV
# LAP4-GFP MLPCN = alters LAP4-GFP fluorescence in TOR pathway yeast screen | hit rate 0.34% among 320,000 | AID 2023 | GFP response vs DMSO, % at 10 µM | S. cerevisiae LAP4-GFP multiplex, flow cytometry GFP, 3 h; median GFP as percent of DMSO wells;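 active means GFP response vs DMSO above a set limit, about the screen mean plus 3 SD, cut at about 150% in these data; inconclusive means under 70 cell events counted for the yeast strain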
# AHR activator = activators of human aryl hydrocarbon receptor | P35869 | AHR-responsive luciferase reporter cells, luminescence | activation, % at 5 µM | hit rate 2.5% among 320,000 | AID 2796; in the data active means activation above about 47%;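 further: 0% = vehicle wells and 100% = reference agonist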
# procasp7 counter = counter-screen: procaspase-7 (human) activation. recombinant procaspase-7, Ac-DEVD-pNA absorbance 405 nm; D23A/D198A/D206A triple mutant, cannot self-cleave; scale: DMSO 0, 5 µM enzyme 100. activation, % at 8.5 µM. hit rate 0.093% among 330,000. AID 463210;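 active means percent activation above the screen-wide mean plus 3 SD, cut at about 25% in these data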
# Target sequence (P55210 whole entry D23A/D198A/D206A): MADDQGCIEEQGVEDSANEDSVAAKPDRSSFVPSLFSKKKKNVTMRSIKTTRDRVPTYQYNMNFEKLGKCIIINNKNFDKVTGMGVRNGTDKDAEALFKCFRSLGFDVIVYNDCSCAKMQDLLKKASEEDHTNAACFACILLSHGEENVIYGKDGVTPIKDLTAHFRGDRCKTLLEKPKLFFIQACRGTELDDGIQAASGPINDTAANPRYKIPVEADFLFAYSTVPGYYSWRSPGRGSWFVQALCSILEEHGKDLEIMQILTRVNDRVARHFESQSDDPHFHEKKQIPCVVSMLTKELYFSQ
#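 Detection: p-Nitroaniline absorbance at 405 nm, read at 0 and 120 min; system: Uncleavable procaspase-7 mutant enzyme; evaluation: % activation from two-timepoint absorbance difference, scaled to controls; times: 1 h enzyme–compound preincubation and 2 h substrate reaction, both 25 °C; buffer or medium: Zinc-free HEPES pH 7.4 with 300 mM NaCl, 0.01% Triton X-100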
# RPL19A TOR yeast = modulators of TOR pathway RPL19A-GFP in S. cerevisiae | S. cerevisiae RPL19A-GFP strain, flow cytometry, 3 h; stronger effect = lower value | percent response vs DMSO, % at 10 µM | hit rate 0.3% among 330,000;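 active means percent response vs DMSO below 50%; inconclusive means fewer than 70 events counted for the yeast strain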;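 further: median channel GFP fluorescence of the barcoded RPL19A-GFP strain; ratio of sample median GFP to plate DMSO average so 100% = DMSO; lower means less RPL19A-GFP as with rapamycin TOR inhibition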
# proCasp3 act = activates human procaspase-3 | recombinant procaspase-3 D3A, Ac-DEVD-pNA absorbance 405 nm | activation, % at 8.5 µM | hit rate 0.11% among 330,000;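 active means activation above the mean of all tested compounds plus 3 SD, cut at about 21% in these data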;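 further: 0% = DMSO alone and 100% = DMSO wells spiked with extra 5 µM PC-3 D3A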
# Target sequence (P42574 whole entry D9A/D28A/D175A): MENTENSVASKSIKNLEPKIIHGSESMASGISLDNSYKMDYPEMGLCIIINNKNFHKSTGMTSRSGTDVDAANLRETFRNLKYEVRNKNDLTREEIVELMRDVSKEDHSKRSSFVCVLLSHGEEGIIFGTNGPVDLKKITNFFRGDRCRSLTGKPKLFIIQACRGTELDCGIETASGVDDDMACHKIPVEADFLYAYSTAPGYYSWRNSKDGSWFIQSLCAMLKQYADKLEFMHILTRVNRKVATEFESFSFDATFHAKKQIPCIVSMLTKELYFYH
#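 System: Procaspase-3 D3A mutant. Medium: Zinc-free 300 mM NaCl, 50 mM HEPES, 0.01% Triton X-100. Schedule: 1 h preincubation plus 2 h reaction at 25 °C. Measured by: 405 nm absorbance of p-nitroaniline, reads at 0 and 120 min. Read-out: percent activation relative to control range.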
# MEP2 TOR yeast = yeast TOR pathway MEP2-GFP modulation | hit rate 0.51% among 330,000 | S. cerevisiae MEP2-GFP strain, flow cytometry GFP, 3 h; 100% = DMSO control level | AID 2016 | GFP response vs DMSO, % at 10 µM;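 active means GFP response versus DMSO above a set limit, roughly screen mean plus 3 SD, cut at about 180% in these data; inconclusive means fewer than 70 cells counted for a yeast strain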;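 further: median GFP fluorescence of the barcode-gated MEP2-GFP cells per well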
# Yeast superoxide = lowers age-related superoxide in aged yeast cells; superoxide response (% of plate mean), % at 10 µM; S. cerevisiae aged cells, superoxide DHE fluorescence; stronger effect = lower value; hit rate 0.18% among 330,000; AID 2690;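 active means superoxide response under a set limit, about three screen SD below normal, cut at about 65% in these data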;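 further: yeast aged for seven days with compound at 30 °C before DHE staining; 100% = average MFI of all compound-treated wells on the plate with controls excluded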
# An asterisk follows results filed as active; ? = inconclusive; . = not tested or not shown; & = joins results of further samples.
mol,GASC-1 inh,LAP4-GFP MLPCN,AHR activator,procasp7 counter,RPL19A TOR yeast,proCasp3 act,MEP2 TOR yeast,Yeast superoxide
CCn1c(/N=C/c2ccccc2NS(=O)(=O)c2ccc(C)cc2)nc2ccccc21,-4,97,8,5,99,-4,91,81
CCc1nc2ccc(C(=O)N3CCN(c4cccc(C)c4C)CC3)cc2nc1CC,-6,92,4,0,84,3,106,88
C/C(=N\Nc1nccnc1Cl)c1ccc(O)c(C)c1,-6,81,4,12,98,-4,102,95
CCC(C)NS(=O)(=O)c1ccc(OCC(=O)Nc2ccc3c(c2)OCCO3)cc1 (stereo unspecified),-1,96,-1,-9,98,-8,98,95
N#Cc1c(-c2cccs2)cc(-c2cccs2)[nH]c1=O,-13,105,3,-11,111,-11,106,125
COc1ccc(COC(=O)c2cc(S(=O)(=O)N3CCCCC3)ccc2N2CCOCC2)cc1,-19,99,-3,10,96,11,93,103
CC(C)(C)c1nc2ccccc2c(=O)n1N1C(=O)c2ccccc2C1=O,-36,116,1,0,96,9,89,98
C=C(C)COc1ccc(-c2nc(N)ncc2Oc2ccccc2OCC)c(O)c1,-26,91,43,-11,97,-9,91,100
O=C(N/N=C\c1ccc(Sc2ccccn2)o1)c1cccc(F)c1,-5,89,11,1,88,0,88,98
O=C(Cn1cc(/C=N/NC(=O)c2cccc3ccccc23)c2ccccc21)Nc1ccc(F)cc1,-1,113,3,1,104,0,108,91
Cc1cccc(CCNC(=O)c2cccc(N3CCCC3=O)c2)c1,-15,105,8,0,103,1,106,125
Cc1ccc(NC(=O)C2CCCN(S(=O)(=O)c3c(C)noc3C)C2)cc1F (stereo unspecified),-10,83,21,-3,93,0,87,112
CC1(C)Cc2c(cnn2-c2cccc(F)c2)C(NC(=O)c2ccc[n+]([O-])c2)C1 (stereo unspecified),0,66,.,.,108,.,100,108
O=C1C=C(Nc2ccc(Cl)cc2)CC(c2ccc(Cl)cc2)C1 (stereo unspecified),-1,95,9,-17,95,-11,95,107
O=C(CN1CCOCC1)Nc1cc(C(F)(F)F)ccc1Cl,2,102,4,7,98,-3,101,107
Cc1c(-n2c(-c3ccccc3Cl)n[nH]c2=S)c(=O)n(-c2ccccc2)n1C,18,103,-2,-8,96,-15,100,104
COc1cc(C=O)ccc1OCCCOc1ccccc1[N+](=O)[O-],3,101,7,-4,100,5,106,94
N#Cc1ccc(NC(=O)N2CCC(c3nc4c(nnn4Cc4cccc(Cl)c4)c(=O)[nH]3)CC2)cc1,-6&7,96,-2,-2,105,13,102,88
CS(=O)(=O)c1ccccc1C(=O)Nc1nc2ccccc2[nH]1,-6,88,8,-5,100,-3,105,116
CCOC(=O)CNC(=O)c1cccs1,-3,99,-1,-6,99,14,106,100
COc1ccc(C2CC(c3ccc(OC)cc3)n3nc(N)nc3N2)cc1 (stereo unspecified),2,99,0,-10,104,4,106,108
O=c1cc(N2CCc3ccccc32)[nH]c(=O)n1-c1ccccc1,42,90,2,-5,90,-3,90,91
Cc1ccc(C(=O)CCC(=O)NCc2ccc(Cl)cc2)cc1,0,107,1,5,99,1,107,103
CCCCC1CCC(c2ccc(C(N)=O)cc2)CC1 (stereo unspecified),-9,100,0,1,113,4,112,99
O=C(NCCN1CCOCC1)c1ccccc1Cl,6,96,.,.,97,.,97,95
CC1CCCCC1NC(=O)c1cc(S(=O)(=O)N2CCCCC2)ccc1N1CCOCC1 (stereo unspecified),1,102,-1,6,99,2,99,80
COc1ccc(C2(O)CC3CCC(C2)N3c2nc(C)cc(C)c2C#N)cc1 (stereo unspecified),-6,93,3,4,99,-1,94,95
CCc1c(C)sc(NC(=O)c2cc(-c3ccc(O)cc3)on2)c1C#N,7,101,-1,-5,101,4,100,115
CC(=O)c1ccc(NC(=O)C(C)N2CCN(C/C=C/c3ccccc3)CC2)cc1 (stereo unspecified),8,100,1,1,102,-5,106,103
CCOc1ccc(-c2nonc2NC(=O)c2ccco2)cc1OCC,6,103,1,5,105,10,105,99
O=C(O)c1ccc(N2CC3CC(C2)c2cccc(=O)n2C3)c(NS(=O)(=O)c2cccc(C(F)(F)F)c2)c1 (stereo unspecified),1,113,2,13,94,-3,90,101
CCC(C)NC(=O)c1ccc2c(c1)S(=O)(=O)c1ccccc1C2=O (stereo unspecified),-20,92,.,.,112,.,111,93
COc1ccc(C(=O)Oc2ccc3c(c2)OCO3)cc1OC,2,98,5,-4,98,-6,101,103
CN(c1ccccc1C(=O)Nc1cccc([N+](=O)[O-])c1)S(=O)(=O)c1ccccc1,-4,103,.,.,108,.,110,101
O=C(NCCNc1ccc([N+](=O)[O-])cc1)c1cc(F)c(F)cc1Cl,-2,121,-2,-4,101,-13,102,106
Nc1c(C(=O)NCc2ccco2)sc2nc3c(cc12)C(=O)CCC3,10,100,-6,-2,102,-8,101,80
COc1ccccc1CN(CC(=O)NCC1CCCO1)C(=O)CNS(=O)(=O)c1ccc(C)cc1 (stereo unspecified),3,105,2,0,99,1,107,88
O=C(Nc1ccon1)C12CC3CC(C1)CC(n1cnc([N+](=O)[O-])n1)(C3)C2,-5,115,-2,-3,122,1,117,108
Cc1cccc2sc(NC(=O)CSc3cn[nH]n3)nc12,-22,95,26,3,94,2,103,99
O=C(COC(=O)C1CCN(S(=O)(=O)c2ccc3c(c2)OCCO3)CC1)Nc1ccccc1OC(F)F,1,107,2,3,92,0,92,97
COCCN1Cc2cccc(C(=O)NC3CCCCCC3)c2C1=O,-5,93,2,-3,101,-10,101,108
CC(C)c1ccc(N=C2N=C(N)c3ccccc32)cc1,-9,101,48*,1,96,-5,98,100
Cc1ccc(C)c(S(=O)(=O)NCC(c2ccco2)N2CCc3ccccc3C2)c1 (stereo unspecified),?,96,5,-3,96,-5,99,103
Cc1ccc(C(=O)O)cc1NC(=S)NC(=O)c1ccc([N+](=O)[O-])cc1Cl,7,92,0,-6,101,1,101,95
O=C(OCc1nc2scc(-c3ccccc3)c2c(=O)[nH]1)c1cc([N+](=O)[O-])ccc1Cl,-20,86,-1,-3,100,1,96,102

# 3 entries already listed, arranged by their value in AHR activator, descending.
SMILES	GASC-1 inh	LAP4-GFP MLPCN	AHR activator	RPL19A TOR yeast	proCasp3 act	MEP2 TOR yeast
CC(C)c1ccc(N=C2N=C(N)c3ccccc32)cc1	-9	101	48*	96	-5	98
COc1ccccc1CN(CC(=O)NCC1CCCO1)C(=O)CNS(=O)(=O)c1ccc(C)cc1 (stereo unspecified)	3	105	2	99	1	107
O=C(NCCNc1ccc([N+](=O)[O-])cc1)c1cc(F)c(F)cc1Cl	-2	121	-2	101	-13	102

# Further records.
mol,GASC-1 inh,LAP4-GFP MLPCN,AHR activator,procasp7 counter,RPL19A TOR yeast,proCasp3 act,MEP2 TOR yeast,Yeast superoxide
O=C(OCC(=O)c1ccc[nH]1)C1=COCCO1,3,93,0,-8,95,6,100,103
CCOC(=O)c1nn(-c2ccccc2)c2nc(-c3ccc(OC)cc3)c(C#N)c(=O)n12,.,87,23,-2,101,3,94,125
Cc1ccccc1NC(=O)OCc1cn(-c2ccc(Cl)cc2)nn1,-1,82,3,7,101,2,104,101
COC(=O)CCC(=O)Nc1ccccc1C(=O)Nc1ccccc1,30,109,-1,13,99,7,94,96
CN(C)c1ccc(/C=C(/NC(=O)c2ccccc2)C(=O)NCCCn2ccnc2)cc1,-2,108,12,-5,102,-5,113,102
NC(=O)COC(=O)CC12CC3CC(CC(Br)(C3)C1)C2,-13,119,-1,9,98,-2,103,93
CCC(CC)c1nnc(NC(=O)c2c(C)nn(Cc3ccccc3Cl)c2C)s1,4,97,4,-2,97,3,97,124
CCn1c(SCc2ccc(C#N)cc2)nnc1-c1ccc(S(=O)(=O)N2CCCCC2)cc1,4,99,2,0,99,0,98,86
Cc1cc2cc(CCNC(=O)c3ccc(S(=O)(=O)N4CCCC4)cc3)c(=O)[nH]c2cc1C,1,104,6,-11,100,3,103,106
CN(C)/C=C/C(=O)c1ccc2noc(-c3ccc(F)cc3)c2c1,-2,100,1,0,107,-6,111,67
CC1(C)CC(=O)C(C=NCC(N)=O)=C(O)C1,-3,104,0,2,101,9,102,90
Cn1c(=N)n(CC(=O)O)c2ccccc21,3,106,2,5,101,10,99,102
O=C(Cc1ccc([N+](=O)[O-])cc1)Nc1ccc2c(c1)OCO2,8,113,15,9,101,5,106,89
COc1ccc(CNC(=O)C2CC(c3cccc([N+](=O)[O-])c3)=NO2)cc1 (stereo unspecified),1,131,-1,2,94,14,94,98
CNC(=O)c1sc(-c2cccnc2)nc1C,-4,100,1,4,109,13,114,101
FC(F)(F)c1nnc2ccc(-n3ccnc3)nn12,1,101,-1,1,100,8,102,92
COc1ccc(C(=O)Nc2cccc3c2C(=O)NC3=O)cc1S(=O)(=O)N1CCOCC1,0,92,-1,6,95,-1,97,99
O=C1CC(NCc2ccncc2)C(=O)N1c1ccc(Cl)cc1 (stereo unspecified),-10,100,6,7,99,1,104,93
CC(=O)Nc1ccc(SCC(=O)c2cc(C)ccc2C)cc1,3,100,3,-15,101,-6,103,103
CC(C)CN(C(=O)COc1ccc(Br)cc1C=O)C1CCS(=O)(=O)C1 (stereo unspecified),0,99,3,-4,96,2,91,96
OCC[C@@H]1C[C@@H](O)[C@H](O)[C@]2(CCc3ccccc3CO2)O1,-6,95,0,-6,94,-2,100,104
CCOc1cccc(-c2c(C(=O)N/N=C/c3ccc(C)s3)nnn2-c2nonc2N)c1,6,109,5,-4,95,-1,100,107
NC(=O)CN(N=Nc1cccc([N+](=O)[O-])c1)c1cccc([N+](=O)[O-])c1,29,94,4,-2,100,-1,104,86
COc1ccc(/C=N/n2cnc3c(sc(=S)n3-c3ccccc3)c2=O)cc1,-12,98,0,2,100,-1,103,107
COc1ccc(CN2CCN(c3ccccc3OC)CC2)c(OC)c1,7,88,2,-13,106,4,105,105
COc1cc(/C=C2/C(=N)N3C(=NC2=O)SN=C3S(=O)(=O)C(C)C)ccc1OS(=O)(=O)c1ccccc1,0,98,1,12,92,8,91,96
CCN(C(=O)/C=C/c1ccc(OC)cc1)C1CCCCC1,1,91,1,1,107,-6,107,109
CCOC1(OCC)N=C(N)C2(C#N)C(c3cccc(C)c3)C12C#N (stereo unspecified),1,121,0,-2,99,3,97,109
CCc1c(C)nc(SCC(=O)N2CC(C)OC(C)C2)[nH]c1=O (stereo unspecified),-2,106,0,1,102,1,110,93
CCOC(=O)c1c(C)nn(-c2ccc(NC(=O)c3c(C)noc3C)cc2)c1C,-2,114,-4,3,107,6,116,96
COc1ccc(-c2ccc3nnc(SCC(=O)N4CCCC4)n3n2)cc1,-12,91,-1,9,88,6,96,101
CCC(=O)Nc1cc(C)c(NC(=O)C23CC4CC(CC(C4)C2)C3)cn1,6,108,1,-9,104,1,110,87
CC1(c2ccccc2Br)NC(=O)N(CC(=O)Nc2ccc(S(N)(=O)=O)cc2)C1=O (stereo unspecified),-2,97,1,-2,100,1,104,88
